Assay outcomes: PubChem, several laboratories
NF-kB neuron act: activators of NF-kB expression in neurons, primary screen, cell-based, HTS; human neuronal cells, NF-kB reporter expression; hits give high values; fold change at 12.5 µM; 1.6% of 190,000 active; AID 1239, 2008; in the data active means fold change above about 3.3
FLuc inh counter: firefly luciferase enzyme inhibitors, primary screen, artefact control for luciferase-based inhibitor screens, biochemical, luminescence, ATPLite. 1.5% of 200,000 active. Luciferin 4-monooxygenase (Photinus pyralis), P08659. AID 1006, 2008. inhibition, % at 10 µM. 10 min;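 active means inhibition above about 50% when tested at 10 µM, limit read from the data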
TNAP inh noacc: human TNAP enzyme inhibitors, primary screen, biochemical, luminescent, no phosphate acceptor, uHTS. inhibition, % at 20 µM. 0.26% of 200,000 active. purified TNAP, CDP-star luminescence, 30 min. Alkaline phosphatase, tissue-nonspecific isozyme (Homo sapiens), P05186;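 active means tissue-nonspecific alkaline phosphatase inhibition above about 50% at 20 µM in the single-dose screen, limit read from the data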;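 further: 0% = DMSO negative control and 100% = EDTA positive control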
Target sequence (P05186 whole entry, looked up): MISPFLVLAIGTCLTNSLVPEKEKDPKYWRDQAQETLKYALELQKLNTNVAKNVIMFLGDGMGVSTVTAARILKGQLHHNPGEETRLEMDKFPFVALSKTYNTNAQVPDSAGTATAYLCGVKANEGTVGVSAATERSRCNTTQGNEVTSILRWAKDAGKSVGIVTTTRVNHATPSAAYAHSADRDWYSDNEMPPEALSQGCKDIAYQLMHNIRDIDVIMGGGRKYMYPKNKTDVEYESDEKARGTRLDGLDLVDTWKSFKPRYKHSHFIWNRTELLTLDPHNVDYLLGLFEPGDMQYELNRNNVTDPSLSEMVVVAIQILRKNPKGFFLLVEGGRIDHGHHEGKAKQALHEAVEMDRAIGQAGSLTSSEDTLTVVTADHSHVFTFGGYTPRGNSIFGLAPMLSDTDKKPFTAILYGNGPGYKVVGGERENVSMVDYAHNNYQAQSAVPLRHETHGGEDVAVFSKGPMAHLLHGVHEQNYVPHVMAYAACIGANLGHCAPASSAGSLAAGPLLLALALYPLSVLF
bIAP activator: bovine intestinal alkaline phosphatase activators, primary screen, biochemical, bovine IAP, CDP-star luminescence; alkaline phosphatase, intestinal [Bos taurus]; 0.17% of 200,000 active; purified bovine IAP, 30 min; hits give high values; fold of DMSO-control signal, blank-subtracted; activation factor at 20 µM;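 active means activation factor of 2 or more at 20 µM, a signal rise over negative controls twice the positive control's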
TNAP act hi DEA: TNAP activators at high phosphate acceptor level, primary screen, biochemical, luminescence, uHTS. Alkaline phosphatase, tissue-nonspecific isozyme (Homo sapiens), P05186. purified TNAP, CDP-star luminescence, 1 M DEA, 30 min; hits give high values; 0 = EDTA background, 1 = DMSO-only activity. activation factor at 20 µM. 200,000 tested, under 10 active;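 active means activation factor at least 2 at 20 µM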
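Test system – human TNAP · Doses – 20 µM single point · Incubation – 30 min, room temperature · Signal – luminescent substrate turnover signal · Read-out basis – activation factor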
PMI act hi M6P: human PMI activators, high substrate, primary screen, biochemical, fluorescence intensity, near-saturating mannose 6-phosphate; Mannose-6-phosphate isomerase (Homo sapiens), P34949; coupled PMI enzyme assay, resazurin fluorescence, 20 min; hits give high values; 1 = untreated enzyme, 0 = substrate-free blank; activation factor at 20 µM; 0.34% of 190,000 active; AID 1216, 2008;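 active means activation factor of 2 or more at 20 µM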
Target sequence (P34949 whole entry, looked up): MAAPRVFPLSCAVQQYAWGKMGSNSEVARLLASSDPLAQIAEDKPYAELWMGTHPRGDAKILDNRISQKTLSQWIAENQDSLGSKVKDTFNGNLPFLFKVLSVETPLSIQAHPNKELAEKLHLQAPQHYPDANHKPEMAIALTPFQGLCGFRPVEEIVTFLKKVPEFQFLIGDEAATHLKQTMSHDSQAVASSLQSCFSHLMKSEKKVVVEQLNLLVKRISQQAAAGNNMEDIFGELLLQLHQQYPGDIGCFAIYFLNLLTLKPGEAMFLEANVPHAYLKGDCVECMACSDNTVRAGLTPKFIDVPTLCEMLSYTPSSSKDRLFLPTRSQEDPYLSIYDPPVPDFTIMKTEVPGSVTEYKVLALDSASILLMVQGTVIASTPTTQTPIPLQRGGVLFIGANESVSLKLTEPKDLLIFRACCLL
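Test system: human phosphomannose isomerase with PGI, G6PDH, diaphorase coupling enzymes / Doses: 20 µM compound, 1% DMSO / Times: enzyme reaction with compound 20 min at room temperature / Measured by: Diaphorase-driven resazurin-to-resorufin fluorescence, excitation 544, emission 590 nm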
PMI act: activators of human PMI, primary screen, biochemical, fluorescence intensity, near-Km mannose 6-phosphate; Mannose-6-phosphate isomerase (Homo sapiens), P34949; purified human PMI, coupled resazurin fluorescence, 20 min; hits give high values; 1 = vehicle control, 0 substrate-free wells; activation factor at 20 µM; 0.005% of 190,000 active;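 active means activation factor of 2 or more at 20 µM, relative to plate controls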
APP 5'UTR act: activators of APP 5'UTR luciferase reporter, primary screen, SH-SY5Y cells. SH-SY5Y APP 5'UTR luciferase reporter, luminescence; zero percent = DMSO vehicle wells. activation, % at 2 µM. 1% of 190,000 active;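 active means activation above a set limit, based on mean plus 3 SD of controls, cut at about 140% in these data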; further: values of inactives mirror those of a sister screen read the other way
FLuc act counter: FLuc activators, initial screening, artefact control for FLuc-dependent activation tests, biochemical, ATPlite luminescence; ATPlite luciferase biochemical, 10 min; 0 = ATP-free wells, 1 = DMSO control; Luciferin 4-monooxygenase (Photinus pyralis), P08659; activation factor at 10 µM; 200,000 tested, under 10 active;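 active means luciferase activation factor, scaled between plate controls, of at least 2 with compound at 10 µM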
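Material: Luciferase/luciferin reagent mix; Doses: test compounds dosed from 2 mM stocks in 100% DMSO; Schedule: 10 min incubation after luciferase reagent addition, room temperature; Measured by: luminescence from luciferase reaction; Read-out: luminescence gain marking luciferase activators.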
TNAP inh hiacc: human TNAP enzyme inhibitors, primary screen, biochemical, luminescent, high phosphate acceptor level, uHTS; Alkaline phosphatase, tissue-nonspecific isozyme (Homo sapiens), P05186; purified TNAP, CDP-star luminescence, 1 M DEA; inhibition, % at 20 µM; 0.03% of 200,000 active; AID 1135, 2008;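 active means over 50% inhibition of tissue-nonspecific alkaline phosphatase at 20 µM in the single-dose screen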;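 further: plate controls were DMSO wells for no effect and EDTA-quenched wells as full inhibition for full effect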
* hit, by the source's call; nt = no result given.

SMILES	NF-kB neuron act	FLuc inh counter	TNAP inh noacc	bIAP activator	TNAP act hi DEA	PMI act hi M6P	PMI act	APP 5'UTR act	FLuc act counter	TNAP inh hiacc
Nc1nc(SCC(=O)c2ccc(Oc3ccccc3)cc2)n[nH]1	1.2	8	-6	1.1	1	1	0.9	12	0.9	2
C=CCn1c(=O)/c(=C2/Sc3ccccc3N2CC)s/c1=C1/C(=O)NN=C1C	0.87	7	19	0.8	0.8	nt	nt	-14	0.9	18
COc1cc(CC(=O)N/N=C/c2ccc([N+](=O)[O-])cc2)c([N+](=O)[O-])cc1OC	1	-7	-5	1	1	0.9	0.9	6	1.1	1
O=C(NCCc1c[nH]c2ccccc12)C(=O)Nc1ccccc1	2	-3	-17	0.9	1.1	1	1.1	31	1	-7
COC(=O)c1ccc(OCC(=O)NC(C)(C)C)cc1	1.3	-2	2	1	1	1.1	1	-12	1	-5
Cc1c(C(=O)c2ccc(Cl)cc2Cl)cnc2cc3c(cc12)OCO3	1	-6	-3	1	1	1	1	-3	1.1	0
CCn1nnc(-c2ccccc2NC(=O)C(F)(F)F)n1	1.1	-8	-6	0.9	1.1	0.9	1	45	1.1	-10
O=C(CSc1nc2[nH]ncc2c(=O)n1-c1ccc(Cl)c(Cl)c1)NCc1ccccc1Cl	0.74	24	-6	1.3	1	0.9	0.9	12	0.8	-4
COc1ccccc1/C=C/C=N/n1c(C2CCCCC2)n[nH]c1=S	1.1	-11	30	0.4	1	0.9	0.9	5	1.1	2
O=C(NCCCN1CCOCC1)C1Cc2c(ccc3ccccc23)O1 (stereo not given)	1	-7	-8	1.2	1	1.1	1.1	-20	1.1	-2
CCNC(=O)NC(=O)CSc1ccc(NC(C)=O)cc1	1.1	-9	-14	1	1.1	1	1	2	1.1	-8
COc1cccc(CNC(=O)Cc2ccc(Br)cc2)c1	1.3	-2	-5	0.9	1	0.9	0.9	14	1	1
O=C(C1CCN(S(=O)(=O)c2cnc[nH]2)CC1)N1CCc2ccccc2C1	1	-1	-8	1	1	1	0.9	12	1	-2
O=C(Cn1c(=O)n(Cc2ccccc2)c(=O)c2ccccc21)NCc1ccco1	1.2	-7	18	1	1	1.1	1.1	-8	1.1	0
COc1ccc(N2CCN(C(=O)CCc3ccc(S(=O)(=O)NCC(C)C)cc3)CC2)cc1	0.74	-3	-9	1.2	1	0.9	1	7	1	-4
Cc1ccn(Cc2n[nH]c(=S)n2Cc2ccccc2)n1	1.3	0	13	0.7	1	1	1	2	1	-1
CN(C)CCNCc1ccc(OC2CCCC2)cc1	1.1	-3	-17	1.1	1.1	1.1	1.1	-21	1	-7
CCOC(=O)c1c(C)[nH]c(C(=O)OCC(=O)c2c(N)n(C)c(=O)n(C)c2=O)c1C	1.2	-1	-13	1	1	1	0.9	-3	1	-5
O=C(Nc1ccc([N+](=O)[O-])cn1)C1CCCCC1	1.7	-1	-8	1	1	1	1.1	9	1	0
C/C(CC(=O)Nc1cc(Cl)ccc1Cl)=N\NC(=O)c1ccco1	1.9	-7	-9	1	1.1	1.1	1	68	1.1	-7
CCN1CCN(c2ccc([N+](=O)[O-])cc2C(=O)c2ccc(Cl)cc2)CC1	1.4	2	-2	1	1	1	1	-1	1	1
O=C1NC2(CCCCCC2)N=C1c1ccc(Br)cc1	1.4	5	5	0.9	1	1.2	1.1	13	0.9	-3
O=C(CSc1n[nH]c(-c2ccc(S(=O)(=O)NC3CCCCC3)cc2)n1)N1CCCC1	0.98	-5	-12	1	1.1	1.1	1.2	-2	1	-7
CC(C)Cc1nnc(NC(=O)CSc2nc(=O)cc(N)n2-c2ccccc2)s1	1.1	-4	-2	0.9	1	0.9	0.9	16	1	2

Grouped by structure: the compounds so far containing an aryl methoxy group
SMILES	NF-kB neuron act	FLuc inh counter	TNAP inh noacc	bIAP activator	TNAP act hi DEA	PMI act hi M6P	PMI act	APP 5'UTR act	FLuc act counter	TNAP inh hiacc
COc1cc(CC(=O)N/N=C/c2ccc([N+](=O)[O-])cc2)c([N+](=O)[O-])cc1OC	1	-7	-5	1	1	0.9	0.9	6	1.1	1
COc1ccccc1/C=C/C=N/n1c(C2CCCCC2)n[nH]c1=S	1.1	-11	30	0.4	1	0.9	0.9	5	1.1	2
COc1cccc(CNC(=O)Cc2ccc(Br)cc2)c1	1.3	-2	-5	0.9	1	0.9	0.9	14	1	1
COc1ccc(N2CCN(C(=O)CCc3ccc(S(=O)(=O)NCC(C)C)cc3)CC2)cc1	0.74	-3	-9	1.2	1	0.9	1	7	1	-4

Additional structures.
SMILES	NF-kB neuron act	FLuc inh counter	TNAP inh noacc	bIAP activator	TNAP act hi DEA	PMI act hi M6P	PMI act	APP 5'UTR act	FLuc act counter	TNAP inh hiacc
C=C(C)CN(CC)c1nc(N)c(C#N)c(CC#N)c1C#N	1.1	-2	-14	0.8	1	0.9	0.9	4	1	0
O=C(Nc1nnc(-c2ccco2)o1)C1CCCCC1	1.4	-2	-18	1	1.1	1	1	2	1	-5
c1ccc2c(c1)nc1n2CCN1CCNC1CCCCC1	1	-2	8	0.9	1.1	1.1	1.2	1	1	-9
CCOC(=O)C1CCN(Cc2ccc(O)c(OC)c2)CC1	0.99	4	-5	1.1	0.9	1	1.1	20	1	6
Cc1cc(C(=O)CSc2nnc(C3COc4ccccc4O3)n2C)c(C)n1-c1ccc(F)cc1 (stereo not given)	0.94	4	-5	1.1	1	1	1	-4	1	0
O=C(O)C1Sc2[nH]c(=O)sc2C2c3cc(Cl)ccc3OC(=O)C12 (stereo not given)	1.3	-1	16	1	1	0.4	0.5	-4	1	3
C=CCNC(=S)NCc1ccccc1OC	1.4	-3	-14	1	1	1	1	9	1	-2
C=C(C)COc1ccc(-c2n[nH]c(C)c2-c2ccccc2)c(O)c1	0.72	-3	-7	1.1	1	0.9	0.9	-18	1	2
COc1ccc(S(=O)(=O)N(C)CC(=O)N2CCC(C(N)=O)CC2)cc1	0.93	-7	-12	1	1.1	1	1	9	1.1	-8
Cc1cc(/C=C2/NC(=O)NC2=O)c(C)n1-c1cccnc1	1.4	56*	-8	0.9	1.1	0.9	1	9	0.4	-5
COc1ccc(NC(=O)C(=S)NC2CCCCC2)cc1	0.91	24	-99	1.1	1	0.9	0.9	121	0.8	-3
O=C(N/N=C/c1c(F)cccc1Cl)c1ccc(Cn2cc(Br)cn2)o1	1.2	-8	-1	1.4	1	1	1	-5	1.1	-2
COC(=O)c1cnc2c(C(F)(F)F)cccc2c1OC	0.95	-4	-6	1	1	0.9	0.9	-3	1	-3
O=C(NCCCn1ccnc1)Nc1ccc(Cl)cc1	1.3	-2	-1	0.9	1	1	1	5	1	4
CCOCCCNc1nc2c(-c3ccccc3)nnn2c2ccccc12	1.3	-4	-15	0.8	1	1.1	1.1	-14	1	-4
COc1cc(/C=N/NC(=O)CN(Cc2ccccc2)S(=O)(=O)c2ccc3c(c2)OCCO3)ccc1O	0.82	-5	-40	1	1	0.8	0.7	nt	1.1	0
CN(C)c1ccnc(-n2cccc2/C=N/OCc2ccccc2)c1C#N	1.2	-5	-7	0.8	1	1	1	-13	1	0
N#CC1=C(N)OC2=C(CCC/C2=C/c2ccoc2)C1c1ccoc1 (stereo not given)	1.4	0	-28	0.9	1	0.8	0.8	-2	1	-1
CCOC(=O)c1c(NC(=O)CSc2nnc(CNc3ccc(C)cc3C)o2)sc(C)c1C	0.52	-8	8	0.9	0.9	1	1	5	1.1	6
CCN(CC)c1ccc(-c2nn3c(-c4cccnc4)nnc3s2)cc1	0.54	0	-17	1.3	1.1	1.1	1	12	1	-7
O=C(CCc1nnc(-c2ccc3c(c2)OCO3)o1)NC(c1ccccn1)C(F)(F)F (stereo not given)	nt	-1	-10	1	1.1	1	1	14	1	-11
O=C(c1ccc(Cn2c(=S)[nH]c3ccccc3c2=O)cc1)N1CCN(c2ccccn2)CC1	0.75	-1	0	1	1	0.8	0.9	12	1	0
CCCc1ccc(OCc2ccc(C(=O)NCc3cccnc3)o2)c(OC)c1	1.6	3	-6	1.3	1	nt	nt	4	1	0
CSc1cc(/C=N/O)c(SC)s1	1	8	6	0.9	1	0.9	0.9	-19	0.9	0
COC(=O)c1ccc(NC(=O)CN(C)Cc2cccc(F)c2)cc1	0.93	-7	-10	0.9	1	1.1	1.1	28	1.1	-2
Cc1ccc(CN2CCSc3ccc(C(=O)N4CCN(c5ncccn5)CC4)cc32)cc1	0.53	-21	-1	1	1.1	1	0.9	-1	1.2	-6
Cc1cccc(Nc2ccccc2C(=O)NCc2ccco2)c1C	1.4	-9	0	0.7	1	0.9	0.9	13	1.1	-1
COc1cc(C(=O)Oc2cccc(C=O)c2)cc(OC)c1OC	1.3	-5	-10	1	1	1.1	1	1	1	-1
Cn1cccc1Cc1nnc(SCC(=O)Nc2cccc(F)c2)n1CCc1ccccc1	0.58	-1	2	1	1	0.9	0.8	-13	1	4
O=C1C2C3C=CC(CC3)C2C(=O)N1c1nccs1 (stereo not given)	0.94	-2	-14	1	1	0.9	0.8	-7	1	3
Cc1nc(N2CCN(Cc3ccccc3)CC2)nc2c1C(=O)CCC2	0.75	-2	-14	1.1	1.1	1	0.9	17	1	-5
COc1ccc(-c2cc(C(=O)OC3CCOC3=O)c3ccccc3n2)cc1 (stereo not given)	0.98	15	-11	1	1	0.9	0.9	-10	0.9	-5
Cc1ccc(OCC(=O)Nc2ccc(-c3nnc(-c4ccco4)o3)cc2)cc1	1.8	-3	-4	0.9	1	0.9	0.9	17	1	1
O=C1CCCN1c1ccc(S(=O)(=O)N2CCN(c3ccccn3)CC2)cc1	2.2	-4	-11	1	1	1	0.9	10	1	-2
O=C(Cn1nc(-c2ccc(F)cc2)ccc1=O)Nc1ccc(C(=O)NC2CC2)cc1	1.1	-5	0	0.9	1	1.1	1.1	nt	1	-4
O=C(NCCCn1ccnc1)c1nn2c(C(F)(F)F)cc(-c3ccc(Br)cc3)nc2c1Cl	0.41	-3	1	1.1	1	0.9	0.9	-15	1	-3
O=C(Nc1nnc(CSCc2ccc(F)cc2)s1)c1ccc([N+](=O)[O-])cc1	1	-1	-2	1.1	1	0.9	0.6	6	1	0
O=C(Cc1sc(-c2ccccc2Cl)nc1-c1ccccc1)Nc1ccc(F)cc1	1.1	-5	-7	0.9	1.1	1	1	nt	1.1	-5
CCO[C@@H]1OC(C(=O)NCc2nc3ccccc3[nH]2)=C[C@H](C)[C@H]1CCCO	0.99	1	0	1.1	1	0.9	0.9	-4	1	-1
O=C(/C=C/c1ccc2c(c1)OCO2)Nc1nc(-c2ccccc2)cs1	1.1	12	-4	0.9	1	1	0.9	21	0.9	1
